# Assay outcomes as filed in PubChem BioAssay.
# FBW7 act – human FBW7 E3 ligase activation, primary screen; Q969H0; AlphaScreen FBW7–phospho-cyclin E peptide binding, activator screen; normalized activity (activation), % at 26.1 µM; 0.13% of 650,000 active; AID 1259310; in the data active = normalized activity above about 1.9%;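 also: purified mutant Fbw7 with reduced substrate affinity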
# Target sequence (Q969H0 whole entry, looked up): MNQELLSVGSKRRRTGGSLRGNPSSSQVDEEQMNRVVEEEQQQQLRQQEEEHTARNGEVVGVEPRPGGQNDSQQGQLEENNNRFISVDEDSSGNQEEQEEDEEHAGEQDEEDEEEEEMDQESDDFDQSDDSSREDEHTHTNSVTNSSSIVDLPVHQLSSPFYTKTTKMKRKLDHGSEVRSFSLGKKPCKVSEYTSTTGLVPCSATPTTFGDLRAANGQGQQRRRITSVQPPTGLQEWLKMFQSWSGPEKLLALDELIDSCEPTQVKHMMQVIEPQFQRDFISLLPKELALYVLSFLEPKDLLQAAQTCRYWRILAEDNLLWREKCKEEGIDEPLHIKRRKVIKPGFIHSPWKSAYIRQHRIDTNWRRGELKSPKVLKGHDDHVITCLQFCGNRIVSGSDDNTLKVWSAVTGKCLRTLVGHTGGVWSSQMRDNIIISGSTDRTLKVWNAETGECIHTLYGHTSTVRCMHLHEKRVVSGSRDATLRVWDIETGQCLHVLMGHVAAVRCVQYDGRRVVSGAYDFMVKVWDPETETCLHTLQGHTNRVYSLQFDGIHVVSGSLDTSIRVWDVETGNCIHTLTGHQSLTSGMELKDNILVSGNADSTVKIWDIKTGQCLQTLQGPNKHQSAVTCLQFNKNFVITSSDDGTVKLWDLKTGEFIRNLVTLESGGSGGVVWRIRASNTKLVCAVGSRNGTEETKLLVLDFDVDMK
# TEAD-YAP inh – TEAD-YAP interaction inhibition; inhibition, % at 9.12 µM; AID 1259422; 1.4% of 640,000 active; HEK-TIYL cells, TEAD-Gal4/YAP UAS-luciferase luminescence; in the data active = inhibition above about 32%;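 also: 0% = median of test compound wells and 100% = reference inhibitor wells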
# MITF primary – human MITF inhibition, primary screen; O75030; AlphaScreen MITF homodimerization, bead proximity signal; inhibition, % at 2.6 µM; 0.91% of 650,000 active; in the data active = inhibition above about 50%;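 also: 0% = vehicle wells with protein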
# GPR151 ag – activators of human GPR151; Q8TDV0; PathHunter beta-arrestin GPR151 cells, luminescence; activation, % at 11.2 µM; 1% of 650,000 active; AID 1508602; in the data active = activation above about 4.9%;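 also: 0% = median of compound wells and 100% = cells with positive control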
# Target sequence (Q8TDV0 whole entry, looked up): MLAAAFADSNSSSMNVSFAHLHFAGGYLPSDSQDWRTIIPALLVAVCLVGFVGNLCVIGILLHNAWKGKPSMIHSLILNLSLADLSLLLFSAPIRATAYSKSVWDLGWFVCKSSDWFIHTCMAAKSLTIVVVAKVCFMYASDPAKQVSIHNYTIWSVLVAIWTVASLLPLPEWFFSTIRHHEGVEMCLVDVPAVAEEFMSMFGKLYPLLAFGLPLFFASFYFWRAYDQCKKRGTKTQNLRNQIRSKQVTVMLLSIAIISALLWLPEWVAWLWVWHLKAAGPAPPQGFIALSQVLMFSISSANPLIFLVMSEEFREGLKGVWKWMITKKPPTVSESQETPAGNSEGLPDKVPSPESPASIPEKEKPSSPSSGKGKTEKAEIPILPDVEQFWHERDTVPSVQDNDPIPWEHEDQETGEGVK
# * marks the source's active call; other numbers are inactive results; / = no result given.
# Order of values – FBW7 act	TEAD-YAP inh	MITF primary	GPR151 ag
(1) C[C@H](Nc1ccc(C(F)(F)F)cc1[N+](=O)[O-])C(=O)OCC(=O)Nc1ccccc1F
    -0.2	1	36	-0.7
(2) O=C(/C=C/c1cnc2ccccc2n1)OCC(=O)c1ccc(Br)s1
    0.0	7	9	-1.3
(3) OCc1cn(-c2ccccc2)nc1-c1ccc(Cl)cc1
    0.0	-61	-3	-0.2
(4) CC(C)Oc1cccc(C(=O)Nc2ccccc2N2CCOCC2)c1
    0.1	9	3	0.5
(5) CCN(CC)c1nc(NCCN(C(C)C)C(C)C)nc(Nc2ccc(C(F)(F)F)cc2)n1
    0.0	3	18	-2.8
(6) COc1cccc(NC(=O)NCCCl)c1
    0.0	8	11	1.0
(7) CCN(CC)C(=O)CSc1nc(O)c(C2CCCCC2)c(=O)[nH]1
    -0.3	-12	-11	-1.1
(8) O=C(CSc1nnc2c3c4c(sc3nc(C3CC3)n12)CCCC4)N1CCOCC1
    -0.2	1	-6	-0.1
(9) CCOC(=O)c1cnn(-c2nc(CC)nc3sc4c(c23)CCCC4)c1N
    0.1	7	-6	-0.1
(10) O=C1c2ccccc2C(=O)C1(Cc1ccc(Cl)cc1)c1ccc(Cl)cc1
    0.0	-3	7	-2.5
(11) CCOCc1nnc(NC(=O)CCC2CCCCC2)s1
    0.0	0	10	0.9
(12) CC1=CC2(O)OCCN(CCO)C2=CC1=O (stereo unspecified)
    -0.1	-3	-4	0.1
(13) O=C(N/N=C/c1cc(Cl)ccc1O)c1ccco1
    0.0	-48	-52	0.1
(14) CC(C)(C)c1nnc(Nc2ccccc2F)[nH]c1=O
    0.3	-5	16	3.3
(15) Cc1c(O)ccc2c(C(F)(F)F)cc(=O)oc12
    0.0	0	17	-0.8

# One compound at a time, from the list above.
# Profile of O=C(CSc1nnc2c3c4c(sc3nc(C3CC3)n12)CCCC4)N1CCOCC1 → FBW7 act: -0.2; TEAD-YAP inh: 1; MITF primary: -6; GPR151 ag: -0.1
# Profile of OCc1cn(-c2ccccc2)nc1-c1ccc(Cl)cc1 → FBW7 act: 0.0; TEAD-YAP inh: -61; MITF primary: -3; GPR151 ag: -0.2
# Profile of C[C@H](Nc1ccc(C(F)(F)F)cc1[N+](=O)[O-])C(=O)OCC(=O)Nc1ccccc1F → FBW7 act: -0.2; TEAD-YAP inh: 1; MITF primary: 36; GPR151 ag: -0.7

# Later entries:
# Order of values – FBW7 act	TEAD-YAP inh	MITF primary	GPR151 ag
(16) O=C(O)c1cccc(COc2cccc(Cl)c2)c1
    -0.1	-37	10	-13
(17) CC(NC(=O)C(=O)NCc1ccco1)C(c1cccs1)N1CCN(C)CC1 (stereo unspecified)
    0.1	-2	6	-0.3
(18) Cc1nnc(N(C)C(=O)CNC(=O)c2ccccc2)s1
    1.3	12	2	-0.3
(19) CCCSc1nnc(NC(=O)C(CC)CC)s1
    0.1	-6	6	-1.9
(20) COCCN(Cc1cc2cc3c(cc2[nH]c1=O)OCO3)C(=O)c1ccccc1Cl
    -0.2	-9	0	-0.7
(21) CN(CCO)c1nc(Nc2ccccc2)c2cnn(-c3ccccc3)c2n1
    -0.1	-7	5	-0.1
(22) O=C(NCc1cccnc1)c1cc2cnccc2nc1C(F)(F)F
    -0.1	3	-4	2.7
(23) CN1CCN(C(=O)c2ccc(-c3cc(NCc4nc5ccccc5[nH]4)nc(N)n3)cc2)CC1
    0.0	-13	-9	0.1
(24) CCn1c2ccccc2c2cc(CN3CCN(Cc4ccccc4Br)CC3)ccc21
    -0.2	0	76*	-0.4
(25) CCCNC(=O)Cc1csc(NC(=O)c2ccccc2)n1
    0.0	1	12	0.3
(26) COc1ccccc1CNC(=O)C/C(C)=N/NC(=O)c1cc(Cl)ccc1O
    0.2	-19	-6	0.4
(27) c1cc(CN2CCCC(N3CCOCC3)C2)c2nonc2c1 (stereo unspecified)
    0.7	8	9	-0.4
(28) O=C(O)c1cc(NC(=O)c2cccc(N3C(=O)c4cccc5c([N+](=O)[O-])ccc(c45)C3=O)c2)cc(C(=O)O)c1
    -0.1	12	2	-0.5
(29) COc1ccc(NC(=O)CSc2nc(=O)n3ccccc3n2)c(OC)c1
    0.1	-3	5	0.0
(30) COC(=O)Oc1ccc2c(=O)c(Oc3cccc(C)c3)coc2c1
    0.7	-22	21	-0.8
(31) O=C(O)CCCC(=O)N1N=C(c2ccc(Br)cc2)CC1c1ccco1 (stereo unspecified)
    0.2	-3	-6	-1.4
(32) O=C(c1cc(Cc2ccc3c(c2)OCO3)no1)N1CCCCC1c1nccs1 (stereo unspecified)
    0.1	-26	3	2.7
(33) Cc1nn(-c2ccccc2)c(C)c1CC(=O)NCC1Cc2cccc(-c3cccnc3)c2O1 (stereo unspecified)
    -0.1	2	-8	0.2
(34) Cc1ccc(S(=O)(=O)NCCN2CCOCC2)c(C)c1C
    -0.2	0	-6	0.0
(35) CCOC(=O)c1cc(S(=O)(=O)Nc2ccc(Br)c(C)c2)cn1C
    0.6	-10	-11	0.2
(36) CC(=O)C(/C=N/c1cc(-c2ccccc2)nn1Cc1ccccc1)=C(\C)O
    0.0	-7	-5	2.9
(37) COc1ccc(S(=O)(=O)NCCc2c(C)[nH]c3ccc(F)cc23)cc1C
    0.2	-6	-10	0.0
(38) CCS(=O)(=O)c1ccc(O)c(NC(=O)COc2cc(C)ccc2C(C)C)c1
    0.3	-2	14	-1.2
(39) Cc1cc(NC(=O)CSc2nnc(C(F)(F)F)n2C)no1
    -0.2	7	-6	2.2
(40) Cc1ccc2c(c1)N(C(=O)N1CCC(C(=O)NCc3ccc(F)cc3)CC1)CC(C)O2 (stereo unspecified)
    -0.1	10	8	1.5
(41) CCN(CC)S(=O)(=O)c1cc(C(=O)Nc2ccc(OC)cc2)ccc1C
    0.1	-40	-5	-1.4
(42) CCOC(=O)N1CCN(C(=O)C2CCN(C(=O)c3cc4sccc4n3C)CC2)CC1
    0.1	2	8	0.7
(43) COCCCn1c(=O)[nH]c2ncc(-c3ccc(F)cc3)nc21
    -0.3	12	10	0.2
(44) COc1ccc(-n2ncc3c(N4CCN(c5ccccc5F)CC4)ncnc32)cc1
    -0.1	16	1	-0.7
(45) CCOc1ccc(-c2nc(=S)[nH][nH]2)cc1
    0.0	-41	0	-0.9
(46) Nc1nnc(CCSc2ccc3ccccc3c2)s1
    0.1	-17	0	2.2
(47) COc1cc(/C=C(/C#N)C(=O)Nc2ccc(Cl)cc2)ccc1OCC(=O)O
    0.1	6	-8	3.3
(48) CC(=O)Nc1ccccc1NC(=O)c1ccc(C)c(C)c1
    -0.2	2	-4	-1.1
(49) O=C1NC(=S)N/C1=C/c1cccc([N+](=O)[O-])c1O
    -0.1	-6	1	-0.3
(50) N#CCSc1nc2c(sc(=S)n2CCc2ccccc2)c(=O)n1Cc1ccco1
    -0.1	9	2	0.8
(51) COCCNC(=O)/C(C#N)=C/c1cn(CCOc2ccc(OC)cc2)c2ccccc12
    -0.2	11	5	0.9
(52) C/C(Cn1nnc([N+](=O)[O-])n1)=N\NC(=O)c1ccc(C(C)(C)C)cc1
    -0.1	-2	1	-1.3
(53) CC(=O)Nc1ccc(S(=O)(=O)/N=C2\C=CC(=O)c3ccccc32)cc1
    -0.3	27	19	-1.7
(54) COc1cc(Br)c(S(=O)(=O)N2CCN(C)CC2)cc1OC
    -0.1	5	11	1.3
(55) CCOC(=O)Nc1nc(C)c(C(C)=O)s1
    0.0	13	-5	0.1
(56) CCOC(=O)N1CCN(C2CCN(CC)CC2)CC1
    0.1	-6	-5	0.1
(57) COc1cc(/C=C(\C#N)c2nn(-c3ccccc3)c(N)c2C#N)ccc1OCc1ccc(C)cc1
    0.0	-6	-16	-0.3
(58) CCCSc1nc2sc3c(c2c(=O)n1-c1ccccc1)CC(C(C)C)OC3 (stereo unspecified)
    -0.2	-4	-8	-1.6
(59) COC(=O)c1cccc(NC2=C(N3CCOCC3)C(=O)c3ccccc3C2=O)c1
    -0.1	-19	43	1.0
(60) COc1ccc2nc(C)cc(Oc3ccc4c(c3)OCO4)c2c1
    -0.2	-5	7	0.2
(61) Cc1ccc(S(=O)(=O)c2nnn(CC(=O)Nc3ccccc3)c2N)cc1
    0.1	9	-3	-0.1
(62) CCCCNC(=O)c1cc2cc3cc(OC)ccc3nc2s1
    -0.1	-19	-2	1.8
(63) CC(=O)Nc1ccc(-c2nnc(SCC(=O)NCc3ccc(C)cc3)n2C)cc1
    -0.1	4	14	-1.3
(64) O=C1N(Cc2cccc(C(F)(F)F)c2)CCN1c1ccc2c(c1)OCO2
    -0.1	-2	-12	0.2
(65) CCn1c2ccccc2c2nnc(SCC(=O)Nc3ncc(Br)cc3Br)nc21
    0.0	-1	0	-1.1
(66) N#Cc1nc(-c2ccc(COc3ccccc3)o2)oc1N1CCc2ccccc2C1
    -0.1	9	6	-0.4
(67) Cc1ccc(S(=O)(=O)N(Cc2ccco2)c2ccccc2)cc1
    0.6	4	3	-2.0
(68) CC(C)c1ccc(C2C(C#N)=C(N)N3C(=C2C#N)Sc2ccccc23)cc1 (stereo unspecified)
    0.0	-7	-2	0.2
(69) CN(Cc1ccccc1)C(=O)CCS(=O)(=O)c1ccc(Br)cc1
    0.0	-5	17	-0.4
(70) CN(c1cccc(NC(=O)CN(c2ccc(F)cc2)S(C)(=O)=O)c1)S(C)(=O)=O
    0.6	-5	16	-0.7
(71) Cc1cc(C)c(S(=O)(=O)Nc2cc3c4c(c2)CC(=O)N4CCC3)c(C)c1
    -0.2	5	2	5.0*
(72) CC(=O)N1CCN(c2c([N+](=O)[O-])cc(C(F)(F)F)cc2[N+](=O)[O-])CC1
    -0.1	-4	6	1.5
(73) COc1ccc(C2C3=C(CC(c4ccco4)CC3=O)Nc3ccccc3N2C(=O)C(F)(F)F)cc1OC (stereo unspecified)
    -0.2	5	13	-0.2
(74) O=S(=O)(NCCN1CCN(c2ccc(F)cc2)CC1)c1cc(F)ccc1F
    -0.1	5	5	1.0
(75) Nc1nc(SC2c3cccc4cccc(c34)C2NS(=O)(=O)c2ccccc2)n[nH]1 (stereo unspecified)
    -0.1	3	2	0.1

# Next section.
# Order of values – FBW7 act	TEAD-YAP inh	MITF primary	GPR151 ag
(76) N[C@H](C(=O)O)c1ccc(C(=O)O)cc1
    1.1	/	9	0.0
(77) CCCCCCNC(=O)c1c[nH]c2ccc(S(=O)(=O)N(C)c3ccc(CC)cc3)cc2c1=O
    -0.1	-5	-10	-0.6
(78) Cc1onc(-c2c(F)cccc2Cl)c1C(=O)NC1CCS(=O)(=O)C1 (stereo unspecified)
    0.0	2	9	-1.0
(79) CCOc1ccc(S(=O)(=O)NCCC(=O)N=c2sc3ccccc3n2C)cc1
    -0.1	7	11	0.8
(80) N#Cc1nc(Cc2ccccc2)oc1NCc1ccco1
    -0.1	-18	6	0.9
(81) O=C(Nc1ccc(Br)c(Cl)c1)c1cccc([N+](=O)[O-])c1
    -0.1	-10	6	2.3
(82) C/C(=N\NC(=O)c1ccco1)c1ccc(F)cc1
    0.0	-49	2	-0.5
(83) Cc1ccccc1N1C(=O)CN(C(=O)CCc2scnc2C)CC1C (stereo unspecified)
    0.0	-1	6	-0.5
(84) CCOC(=O)c1ccc(NC(=S)NNC(=O)c2ccc3c(c2)OCO3)cc1
    -0.2	3	-1	0.4
(85) CCOC(=O)C1C(=O)CC(=O)C(C(=O)OCC)C1c1ccc(OC)cc1 (stereo unspecified)
    0.4	-1	10	-1.2
(86) CCC(=O)Nc1c(C(=O)Nc2ccc3c(c2)OCO3)oc2ccccc12
    -0.2	-32	-1	1.0
(87) COc1ccc(-n2nnc3c(SCC(=O)Nc4ccccc4F)ncnc32)cc1
    0.0	0	-6	1.2
(88) Cc1ccnc(NC(=O)CCC(=O)N(CC(=O)NCC2CCCO2)c2ccccc2F)c1 (stereo unspecified)
    0.6	4	10	-1.2
(89) O=C(COC(=O)CCCOc1ccc(Cl)cc1Cl)Nc1ccc2c(c1)OCO2
    -0.1	3	0	0.5
(90) O=C(NCCn1nc(-c2ccco2)ccc1=O)c1ccco1
    -0.1	-20	2	0.0
(91) CCOc1cccc(C(=O)Nc2ccc(Cl)cn2)c1
    0.1	-57	5	-0.9
(92) C=CCSc1nnc2c(n1)OC(c1ccncc1)N(C(C)=O)c1ccccc1-2 (stereo unspecified)
    -0.1	-3	5	-0.8
(93) CCC(Oc1ccc2ccc(=O)oc2c1)C(=O)O (stereo unspecified)
    0.1	1	17	2.2
(94) Cc1ccc(N(C(C)C(=O)NCc2ccccn2)S(C)(=O)=O)cc1C (stereo unspecified)
    -0.1	-3	7	5.4*
(95) Cc1ccc(-c2nnc(Nc3ccc4c(c3)OCO4)c3ccccc23)cc1
    0.1	-2	9	0.1
(96) COC(=O)Cn1c(=O)c2c(nc3n(-c4ccc(F)cc4)c(-c4ccccc4)cn23)n(C)c1=O
    -0.1	-4	-2	0.8
(97) CN(C)c1ccc(NC(=S)NC(=O)c2ccccc2)cc1
    0.3	-65	18	-2.2
(98) N#Cc1c(N)c(C(=O)c2ccc(Br)cc2)n2c1CCC2
    0.0	-6	5	0.2
(99) NC(=O)c1sc2nc3c(c(-c4ccccc4Cl)c2c1N)CCC3
    0.1	19	-1	1.0
(100) O=C1Cc2cc(S(=O)(=O)Nc3ccc(OC(F)(F)F)cc3)ccc2N1
    0.1	6	-3	-1.3
(101) Cc1ccc(F)c(-n2c(=S)sc3c(=O)n(-c4ccccc4)c(SCc4ccccc4F)nc32)c1
    -0.1	8	3	0.8
(102) CCSc1nnnn1-c1ccccc1
    -0.1	8	3	0.1
(103) CCOc1ccc(CCNC(=O)CN2C(=O)c3ccccc3C2=O)cc1OCC
    -0.1	-2	-13	-1.5
(104) FC(F)(F)c1ccccc1CN1CCN(Cc2ccc3ccccc3c2)CC1
    -0.2	6	83*	1.2
(105) Cc1c(C(=O)N2CC(C)CC(C)C2)sc2ncnc(N3CCC(C)CC3)c12 (stereo unspecified)
    0.7	-7	8	-0.8

# This is a random part of the collection. Share with any hit: about 3.4%.
